NLRP3 yeast inh = NALP3 inflammasome inhibitors in reconstituted yeast, primary screen, luminescence, uHTS; 330,000 tested, 0.39% active; inhibition, % at 10 µM; AID 2825, 2010; Yeast reconstituted NLRP3/ASC/caspase-1, beta-gal luminescence, 24 h;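 active = inhibition of 50% or more; inactive = inhibition below 50%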;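 note: plate controls were induced DMSO wells for no effect and uninduced yeast grown without galactose for full effect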
hIAP block = human IAP inhibitors, primary screen, biochemical, luminescence, uHTS. inhibition, % at 10 µM. purified IAP, CDP-Star luminescence, 30 min. AID 2544, 2010. 330,000 tested, 0.12% active;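 active = inhibition reaching a set limit with compound at 10 µM in the primary screen, cut at about 35% in these data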;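 note: plate controls were DMSO wells with enzyme for no effect and no-enzyme buffer wells for full effect; values of inactives mirror those of a sister screen read the other way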
Target sequence (P09923 whole entry, looked up): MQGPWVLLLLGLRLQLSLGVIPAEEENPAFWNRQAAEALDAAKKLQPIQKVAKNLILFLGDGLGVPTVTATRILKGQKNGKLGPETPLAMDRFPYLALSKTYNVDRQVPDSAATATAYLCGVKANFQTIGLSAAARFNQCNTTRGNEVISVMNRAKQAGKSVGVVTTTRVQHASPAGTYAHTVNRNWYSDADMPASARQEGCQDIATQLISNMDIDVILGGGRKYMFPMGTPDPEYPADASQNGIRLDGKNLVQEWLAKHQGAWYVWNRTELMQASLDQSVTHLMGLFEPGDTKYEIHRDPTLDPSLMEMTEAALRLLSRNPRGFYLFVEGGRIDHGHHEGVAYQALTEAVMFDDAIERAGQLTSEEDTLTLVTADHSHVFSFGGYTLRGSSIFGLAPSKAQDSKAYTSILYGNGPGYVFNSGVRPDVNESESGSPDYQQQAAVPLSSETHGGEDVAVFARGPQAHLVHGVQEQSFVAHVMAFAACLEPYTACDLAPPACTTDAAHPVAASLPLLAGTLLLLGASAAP
A3G deaminase = APOBEC3G DNA deaminase inhibitors, primary screen, biochemical, fluorescence, single-stranded DNA substrate, uHTS; DNA dC->dU-editing enzyme APOBEC-3G (Homo sapiens), Q9HC16; recombinant A3G, ssDNA deamination FAM/TAMRA fluorescence; inhibition, % at 20 µM; 330,000 tested, 0.28% active;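 active = inhibition of at least 40% at 20 µM, with no more than 30% in the related APOBEC3A deaminase screen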;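 note: plate controls were DMSO wells with A3G for no effect and wells lacking A3G enzyme for full effect; some compounds called inactive have numbers as strong as hits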
Target sequence (Q9HC16 whole entry, looked up): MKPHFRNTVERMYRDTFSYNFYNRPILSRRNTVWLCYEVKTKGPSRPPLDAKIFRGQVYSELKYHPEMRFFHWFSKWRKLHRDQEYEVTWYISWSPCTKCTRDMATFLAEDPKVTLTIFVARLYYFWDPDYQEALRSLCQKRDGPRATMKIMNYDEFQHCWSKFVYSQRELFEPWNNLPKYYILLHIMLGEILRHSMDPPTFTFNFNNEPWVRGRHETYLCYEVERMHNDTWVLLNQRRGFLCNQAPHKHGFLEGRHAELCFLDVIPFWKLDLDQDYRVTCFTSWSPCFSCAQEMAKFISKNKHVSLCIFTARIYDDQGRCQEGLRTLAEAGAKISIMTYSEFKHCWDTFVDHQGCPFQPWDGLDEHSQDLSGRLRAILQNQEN
tim10-1 inh = growth inhibitors of tim10-1 mutant yeast, primary screen, luminescence, uHTS. S. cerevisiae tim10-1 ts strain growth, BacTiter-Glo, 24 h. inhibition, % at 20 µM. 330,000 tested, 2.2% active;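 active = inhibition of at least 40%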;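 note: mutant grown at 25 °C; 0% = DMSO wells with yeast and 100% = wells holding no yeast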
mIAP inh = inhibitors of mouse IAP, primary screen, biochemical, luminescence, uHTS; intestinal alkaline phosphatase [Mus musculus]; purified mouse IAP, CDP-Star luminescence, 30 min; inhibition, % at 10 µM; 330,000 tested, 0.2% active; AID 2806, 2010;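 active = inhibition of at least 40% at 10 µM in the primary screen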;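 note: plate controls were DMSO with enzyme for no effect and no enzyme wells for full effect; values of inactives mirror those of a sister screen read the other way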
beta cell repl = inducers of MIN6 beta-cell proliferation, primary screen, ATP luminescence, uHTS | MIN6 cells proliferation, ATPlite luminescence, 48 h; cells starved in 0.2% serum; 100% = growth in 10% serum | 330,000 tested, 0.29% active | AID 2380, 2010 | proliferation, % at 10 µM;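 active = compounds whose signal lies at least 3.5 SD above the mean of all wells on their plate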;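 note: 0% = DMSO-treated cells in low-serum medium and 100% = 10% serum control; some compounds called inactive have numbers as strong as hits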
APOBEC3A inh = APOBEC3A ssDNA deaminase inhibitors, primary screen, selectivity assay for APOBEC3G inhibitor project, biochemical, FAM/TAMRA oligo cleavage fluorescence | AID 493011, 2011 | 330,000 tested, 0.41% active | inhibition, % at 20 µM | recombinant A3A, FAM/TAMRA ssDNA deamination fluorescence | DNA dC->dU-editing enzyme APOBEC-3A (Homo sapiens), P31941;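 active = at least 40% inhibition at 20 µM here, with at most 30% in a related deaminase screen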;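 note: plate controls were A3A with DMSO for no effect and wells lacking A3A enzyme for full effect; some results filed as inactive read as strong as hits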
mIAP act = activators of mouse IAP, primary screen, biochemical, luminescence, uHTS; 330,000 tested, 0.24% active; muIAP, CDP-Star luminescence, 30 min; active compounds read high; 1 = vehicle-only enzyme signal, 0 = enzyme-free wells; AID 2805, 2010; activation factor at 10 µM;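 active = activation factor of at least 2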; note: the source names both 10 and 20 µM as test concentration; values of inactives mirror those of a sister screen read the other way
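Assay system: mouse IAP enzyme / Compound: DMSO-dissolved test compounds / Timing: 30 min, room temperature / Measured by: luminescence from enzymatic CDP-Star hydrolysis / Control set: DMSO-only wells, enzyme-free buffer wells as negative control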
TIM10 inh = growth inhibitors of isogenic TIM10 control yeast, primary screen, counter-screen for tim10-1 yeast inhibitor project, luminescence, uHTS; S. cerevisiae TIM10 strain growth, BacTiter-Glo luminescence, 24 h; inhibition, % at 10 µM; 330,000 tested, 1.4% active;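 active = inhibition of 40% or more at the single tested concentration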;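 note: wild-type TIM10 isogenic control strain grown at permissive 25 °C; 0% = DMSO yeast wells and 100% = minimal medium wells without yeast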
Numbers without * were called inactive; / = not tested or not shown.

Start of the listing, in advance:
SMILES	NLRP3 yeast inh	hIAP block	A3G deaminase	tim10-1 inh	mIAP inh	beta cell repl	APOBEC3A inh	mIAP act	TIM10 inh
COc1ccc2ncn(-c3ccccc3)c2c1	-16	-6	-2	4	2	5	0	0.98	-10
CN(Cc1ccc(F)cc1Cl)S(=O)(=O)c1cccs1	14	-2	-4	-4	-6	5.5*	6	1.1	-18
Cc1nn(-c2ccc(Cl)cc2)c(NC(=O)C(C)C)c(-c2ccccc2)c1=O	0	-55	-4	4	-2	-3	1	1	3
COc1cccc(C(C(=O)NCc2ccco2)N(C(=O)Cn2nnc3ccccc32)C2CC2)c1OC (stereo not given)	15	-16	-3	-7	-10	4	0	1.1	-6
COc1ccccc1Nc1ccc(C(=O)NCc2cccs2)cn1	4	-14	-5	27	-1	-1	-3	1	-11

All compounds of this part, previewed entries included:
SMILES	NLRP3 yeast inh	hIAP block	A3G deaminase	tim10-1 inh	mIAP inh	beta cell repl	APOBEC3A inh	mIAP act	TIM10 inh
COc1ccc2ncn(-c3ccccc3)c2c1	-16	-6	-2	4	2	5	0	0.98	-10
CN(Cc1ccc(F)cc1Cl)S(=O)(=O)c1cccs1	14	-2	-4	-4	-6	5.5*	6	1.1	-18
Cc1nn(-c2ccc(Cl)cc2)c(NC(=O)C(C)C)c(-c2ccccc2)c1=O	0	-55	-4	4	-2	-3	1	1	3
COc1cccc(C(C(=O)NCc2ccco2)N(C(=O)Cn2nnc3ccccc32)C2CC2)c1OC (stereo not given)	15	-16	-3	-7	-10	4	0	1.1	-6
COc1ccccc1Nc1ccc(C(=O)NCc2cccs2)cn1	4	-14	-5	27	-1	-1	-3	1	-11
CCN1C(=O)/C(=C\c2cccn2-c2ccc([N+](=O)[O-])cc2)N(CC)C1=S	22	12	-5	8	4	0	-2	0.96	-10
COc1ccc(NC(=O)CSc2ccc3nnc(-c4cccnc4)n3n2)cc1OC	9	-3	7	7	-2	-2	-1	1	13
CCn1c2ccccc2c2cc(/C=N/n3c(-c4cc(C)[nH]n4)n[nH]c3=S)ccc21	15	-106	13	-6	-9	-2	-6	1.1	6
COc1ccc(S(=O)(=O)NNC(=O)c2cc3ccccc3o2)cc1	-8	-18	-4	4	-1	0	-3	1	0
Cc1nc(N)sc1-c1csc(Nc2ccc(Cl)cn2)n1	1	-21	-3	57*	26	-4	1	0.74	31
COc1ccc(/C(C)=N/NC(=O)c2ccc(NS(=O)(=O)c3cccs3)cc2)cc1	5	-16	7	9	0	-4	7	1	-7
Cc1cc(=O)c2c(o1)CC(C)(C)CC2=O	10	1	-4	-10	6	1	0	0.94	-3
Cc1ccc2oc(Nc3nc(-c4ccccc4)cc(=O)[nH]3)nc2c1	-8	-46	-6	0	15	-5	1	0.85	4
NS(=O)(=O)c1cccc(NC(=O)C2CC(=O)N(Cc3ccco3)C2)c1 (stereo not given)	11	0	5	-4	6	-1	1	0.94	-4
Cc1cccc(CC(=O)N2CCN(C(=O)c3ccco3)CC2)c1	11	14	0	12	0	-2	30	1	1
Cc1ccc(-n2c(=O)c3sccc3n(CC(=O)N3CCCC3)c2=O)cc1	15	-14	-6	5	-4	-2	-5	1	5
COc1ccc(OC)c(C2NC(=S)NC(C)=C2C(=O)Nc2ccccn2)c1 (stereo not given)	5	-2	-9	0	21	0	-5	0.79	-28
O=[N+]([O-])c1ccc(NC(=S)NCCc2ccc(Cl)cc2)cc1	69*	2	-4	65*	11	-7	-4	0.89	72*
C=CS(=O)(=O)N(Cc1ccc(Cl)c(Cl)c1)C[C@@H](O)CO	/	/	5	20	1	/	0	0.99	0
C[C@H](CO)N1C[C@H](C)[C@@H](CN(C)S(=O)(=O)c2ccccc2)Oc2c(NC(=O)c3ccncc3)cccc2C1=O	19	-12	-9	-11	-4	-1	-2	1	-3
O=C(NNC(=O)c1ccccc1F)c1cccc(-n2cccc2)c1	17	-13	61	-13	10	7	94	0.9	-6
Cc1ccc(OCC(=O)Nc2ccccc2C(N)=O)cc1	21	-6	-11	-4	-14	-3	-5	1.1	3
CC(=O)C1=C(C)OC(N)=C(C#N)C1c1cc2cccc(C)c2nc1Cl (stereo not given)	28	8	3	46*	2	-3	2	0.98	20
COCCCNCCCCOc1ccccc1-c1ccccc1	15	14	-6	8	1	-2	-5	0.99	5
CCOC(=O)C1=C(C)NC(=O)NC1c1ccc(C)o1 (stereo not given)	-13	-3	10	2	12	-1	5	0.88	0
Cc1ccc(S(=O)(=O)N2CC(=O)Nc3ccccc32)cc1C	-1	1	-5	17	-3	-3	-3	1	15
CCCCN(CC)C(=S)Nc1ccc2nc(N3CCN(C)CC3)cc(C)c2c1	13	-24	-4	0	-8	-4	-2	1.1	-5
COc1cccc(NC(=O)CCC2CCN(C(=O)Cc3cccc(F)c3)CC2)c1	17	-26	0	18	5	5	0	0.95	13
O=C(c1ccc(COc2ccccc2Br)o1)N1CCN(c2ccccn2)CC1	10	-2	0	21	-11	1	3	1.1	5
Cc1c(C(=O)N2CCOCC2)sc(NC(=O)Cc2ccccc2)c1C#N	-10	5	-11	-3	0	5	-3	1	11
O=C(NCc1ccco1)C1CCN(c2nc3ccccc3n2Cc2ccc(F)cc2)CC1	2	3	2	18	-2	0	1	1	6
Cn1c(=O)cc(SCC(=O)N2CCN(c3ccccc3)CC2)c2ccccc21	9	-5	2	24	-2	0	4	1	2
Cc1ccc(NC(=O)Cn2c(=O)c(C)nc3ccccc32)cc1	-2	3	-5	-9	3	0	-3	0.97	-13
CC1CCN(C(=O)COC(=O)C2CCN(S(=O)(=O)c3ccc(Cl)c(C(F)(F)F)c3)CC2)CC1	21	-10	-7	23	14	-4	-2	0.86	16
CCOC(=O)c1c(NC(=O)c2c(C)noc2C)sc2c1CCCCC2	17	-6	-1	14	-8	-4	3	1.1	-10
COc1ccc(C)cc1NC(=O)COC(=O)c1c(C)noc1C	14	18	-1	11	4	0	1	0.96	-6
Cc1cc(C(=O)Cn2nnc3ccccc3c2=O)c(C)n1-c1ccccc1F	18	17	-5	-1	10	-4	-4	0.9	-15
O=C(NCc1ccc2c(c1)OCO2)C1CC(=O)N(C2CCCCCCC2)C1 (stereo not given)	11	-11	-1	26	2	-4	1	0.98	17
COc1ccc([N+](=O)[O-])cc1NC(=O)CN(C)S(=O)(=O)c1ccccc1	10	11	-7	1	4	-1	0	0.96	29
O=C(Nc1cccc(NC(=O)c2c(F)cccc2F)n1)c1c(F)cccc1F	15	-4	-11	30	5	5	-7	0.95	-1

Reformatted in CSV form: entries from further up
Structure,NLRP3 yeast inh,hIAP block,A3G deaminase,tim10-1 inh,mIAP inh,beta cell repl,APOBEC3A inh,mIAP act,TIM10 inh
Cc1nc(N)sc1-c1csc(Nc2ccc(Cl)cn2)n1,1,-21,-3,57*,26,-4,1,0.74,31
COc1ccc(NC(=O)CSc2ccc3nnc(-c4cccnc4)n3n2)cc1OC,9,-3,7,7,-2,-2,-1,1,13
O=C(Nc1cccc(NC(=O)c2c(F)cccc2F)n1)c1c(F)cccc1F,15,-4,-11,30,5,5,-7,0.95,-1

The results go on.
SMILES	NLRP3 yeast inh	hIAP block	A3G deaminase	tim10-1 inh	mIAP inh	beta cell repl	APOBEC3A inh	mIAP act	TIM10 inh
COCCNC(=O)c1cccc(OC2CCN(Cc3ccc(F)cc3OC)CC2)c1	11	-4	-8	-7	6	-1	-5	0.94	-2
COc1ccc(-c2csc3ncnc(Cl)c23)cc1	7	0	-7	36	17	-3	3	0.83	-5
NS(=O)(=O)c1ccc(NC(=O)COC(=O)c2cc3ccccc3cc2O)cc1	-9	-1	-5	3	-13	-4	0	1.1	-5
COc1cc(OC)c(C(=O)OC(C)C(=O)NCc2ccc3c(c2)OCO3)cc1OC (stereo not given)	1	-5	4	2	-2	4	1	1	-1
CCOCCn1c(SCc2cccc(C)c2)nc2c1c(=O)[nH]c(=O)n2C	13	3	-4	14	0	-1	-6	1	7
CCc1ccccc1NC1c2ccccc2C(=O)N1Cc1ccco1 (stereo not given)	0	7	-3	19	9	3	-4	0.91	10
CCOC(=O)c1c(S(=O)(=O)NCC(=O)Nc2cc(C)ccc2C)c(C)n(C)c1C	10	-20	-5	4	-1	-2	0	1	2
O=C1c2ccccc2CN1CCSC(=S)N1CCSCC1	41	0	9	6	8	1	1	0.92	6
CS(=O)(=O)N(CC(=O)Nc1ccccc1-c1ccccc1)c1ccc(F)cc1	24	4	-6	-9	-3	-1	1	1	-10
COc1cccc(C(C(=O)NC(C)(C)C)N(Cc2ccco2)C(=O)CCC(=O)Nc2cc(C)on2)c1OC (stereo not given)	15	10	-8	3	4	-2	-7	0.96	6
Cc1cc(NC(=O)c2nn(C)c(C)c2[N+](=O)[O-])no1	7	9	-6	1	-7	1	-5	1.1	-3
COc1ccc(C(=O)N2CCC(C(=O)Nc3ccc(C)cc3)CC2)cc1	14	-15	12	-10	-5	-2	1	1.1	7
COC(=O)c1ccc(C2=NOC(C)(c3nnc(Cc4ccccc4)o3)C2)cc1 (stereo not given)	23	-11	-6	14	-3	1	0	1	-4
CC(=O)Nc1ccc(CNc2ncnc3ccc(-c4c(C)noc4C)cc23)cc1	10	7	-10	-14	-4	-6	5	1	-2
CC(C)Oc1ccc(CNCC2(O)CCOC(C)(C)C2)cc1 (stereo not given)	3	3	0	3	3	-2	2	0.97	-2
Cc1ccc(NC(=O)c2ccccc2-c2ccc(C(F)(F)F)cc2)cc1S(=O)(=O)N1CCOCC1	16	-9	-9	27	2	-1	-4	0.98	1
CCC(=O)Nc1ccc(C(=O)Nc2ccc(OC)cc2[N+](=O)[O-])cc1	17	-15	-3	13	8	0	1	0.92	-12
COc1ccc(NC(=O)c2ccc(C)o2)c([N+](=O)[O-])c1	26	7	-4	30	3	0	4	0.97	6
CCOc1ccc(C(=O)O)cn1	14	-8	-2	0	-12	3	5	1.1	-1
O=C(c1ccc2c3n(nc2c1)-c1ccc(Cl)cc1CO3)N1CCCCC1	13	6	-7	38	5	-1	-3	0.95	17
O=C(c1[nH]nc2c1CCc1ccccc1-2)N1CCN(Cc2ccc3c(c2)OCO3)CC1	6	-37	-5	14	-17	-1	-4	1.2	28
COc1cccc(NC(=O)CCNC(=O)N2CC(=O)Nc3ccccc32)c1	5	-2	-9	-6	-1	1	-3	1	1
Cc1nc2ccn(Cc3ccccc3)c(=O)c2cc1C(=O)N1CCN(c2ccccc2)CC1	11	3	-8	24	-7	-4	-8	1.1	20

Source: PubChem BioAssay
